tim10-1 inh: growth inhibitors of tim10-1 mutant yeast, primary screen, luminescence, uHTS. S. cerevisiae tim10-1 ts strain growth, BacTiter-Glo, 24 h. inhibition, % at 20 µM. hit rate 2.2% among 330,000. AID 463190, 2010;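 active = inhibition of at least 40%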;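 also: mutant grown at 25 °C; 0% = DMSO wells with yeast and 100% = wells holding no yeast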
hIAP activ: human IAP activators, primary screen, biochemical, luminescence, uHTS; Intestinal-type alkaline phosphatase (Homo sapiens), P09923; purified human IAP, CDP-Star luminescence, 30 min; active compounds read high; 1 = vehicle-only enzyme, 0 = enzyme-free background; activation factor at 10 µM; hit rate 0.16% among 330,000;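 active = activation factor of the enzyme at least 2-fold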; also: the source names both 10 and 20 µM as test concentration; values of inactives mirror those of a sister screen read the other way
Target sequence (P09923 whole entry, looked up): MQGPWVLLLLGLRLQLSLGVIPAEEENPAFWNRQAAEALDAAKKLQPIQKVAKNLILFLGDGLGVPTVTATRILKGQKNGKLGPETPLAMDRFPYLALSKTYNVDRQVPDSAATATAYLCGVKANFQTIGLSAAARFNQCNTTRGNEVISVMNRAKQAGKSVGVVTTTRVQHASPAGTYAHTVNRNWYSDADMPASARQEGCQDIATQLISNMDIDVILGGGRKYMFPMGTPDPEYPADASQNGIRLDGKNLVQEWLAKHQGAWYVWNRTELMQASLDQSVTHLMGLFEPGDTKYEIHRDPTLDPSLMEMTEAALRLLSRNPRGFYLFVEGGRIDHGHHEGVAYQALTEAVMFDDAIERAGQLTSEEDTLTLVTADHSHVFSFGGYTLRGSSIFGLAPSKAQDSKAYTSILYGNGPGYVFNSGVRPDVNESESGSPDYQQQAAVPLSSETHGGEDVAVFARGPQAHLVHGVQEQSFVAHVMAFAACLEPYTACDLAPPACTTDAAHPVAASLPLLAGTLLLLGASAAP
ATG4B inh: ATG4B protease inhibitors, primary screen, biochemical, fluorescence, uHTS | Cysteine protease ATG4B (Homo sapiens), Q9Y4P1 | ATG4B cleavage of LC3-PLA2, NBD-HPC fluorescence, 1 h | inhibition, % at 8.33 µM | hit rate 0.51% among 340,000; in the data active = inhibition above about 40%
Target sequence (Q9Y4P1 whole entry, looked up): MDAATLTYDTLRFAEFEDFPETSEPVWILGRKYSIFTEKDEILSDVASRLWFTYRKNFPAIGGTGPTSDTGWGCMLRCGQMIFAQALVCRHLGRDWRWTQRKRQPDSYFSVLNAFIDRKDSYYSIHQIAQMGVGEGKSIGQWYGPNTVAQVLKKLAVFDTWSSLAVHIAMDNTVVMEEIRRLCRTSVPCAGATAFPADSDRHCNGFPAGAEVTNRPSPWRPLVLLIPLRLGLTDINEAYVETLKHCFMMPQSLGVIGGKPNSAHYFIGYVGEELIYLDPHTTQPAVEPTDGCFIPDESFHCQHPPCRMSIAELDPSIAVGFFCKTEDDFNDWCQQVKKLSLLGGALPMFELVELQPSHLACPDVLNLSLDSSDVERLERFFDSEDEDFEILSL
Apaf-1 inh: inhibitors of human Apaf-1 apoptosome, primary screen, biochemical, DEVD-Rh110 fluorescence, uHTS; Apoptotic protease-activating factor 1 (Homo sapiens), O14727; reconstituted apoptosome caspase-3 activity; inhibition, % at 20 µM; hit rate 0.71% among 330,000; active = inhibition of at least 40% at 20 µM;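 also: plate controls were DMSO wells for no effect and DEVD-CHO caspase inhibitor wells for full effect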
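System: reconstituted apoptosome with Apaf-1, cytochrome c, caspase-9, procaspase-3, dATP; Signal: Rh110 fluorescence intensity; Schedule: 30 min compound preincubation, 50 min activation, room temperature; Reagent: cytochrome c trigger plus (Z-DEVD)2-Rh110 caspase-3 substrate.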
mIAP block: inhibitors of mouse IAP, primary screen, biochemical, luminescence, uHTS | purified mouse IAP, CDP-Star luminescence, 30 min | inhibition, % at 10 µM | intestinal alkaline phosphatase [Mus musculus] | hit rate 0.2% among 330,000;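 active = inhibition of at least 40% at 10 µM in the primary screen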;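 also: plate controls were DMSO with enzyme for no effect and no enzyme wells for full effect; values of inactives mirror those of a sister screen read the other way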
TIM10 inh: growth inhibitors of isogenic TIM10 control yeast, primary screen, counter-screen for tim10-1 yeast inhibitor project, luminescence, uHTS; S. cerevisiae TIM10 strain growth, BacTiter-Glo luminescence, 24 h; inhibition, % at 10 µM; hit rate 1.4% among 330,000; AID 463195, 2010;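 active = inhibition of 40% or more at the single tested concentration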;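 also: wild-type TIM10 isogenic control strain grown at permissive 25 °C; 0% = DMSO yeast wells and 100% = minimal medium wells without yeast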
NALP3 yeast inh: NALP3 inflammasome inhibitors in reconstituted yeast, primary screen, luminescence, uHTS; Yeast reconstituted NLRP3/ASC/caspase-1, beta-gal luminescence, 24 h; inhibition, % at 10 µM; hit rate 0.39% among 330,000; AID 2825, 2010;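 active = inhibition of 50% or more; inactive = inhibition below 50%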;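 also: plate controls were induced DMSO wells for no effect and uninduced yeast grown without galactose for full effect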
mIAP activ: activators of mouse IAP, primary screen, biochemical, luminescence, uHTS | muIAP, CDP-Star luminescence, 30 min; active compounds read high; 1 = vehicle-only enzyme signal, 0 = enzyme-free wells | activation factor at 10 µM | hit rate 0.24% among 330,000 | AID 2805, 2010;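 active = activation factor of at least 2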; also: the source names both 10 and 20 µM as test concentration; values of inactives mirror those of a sister screen read the other way
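Assay system: mouse IAP enzyme; reagent: chemiluminescent substrate CDP-Star; dosing: test compounds delivered from DMSO solution; schedule: 30 min at room temperature; measured by: luminescence from enzymatic CDP-Star hydrolysis; controls: DMSO-only wells and no-enzyme negative control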
hIAP inh: human IAP inhibitors, primary screen, biochemical, luminescence, uHTS. Intestinal-type alkaline phosphatase (Homo sapiens), P09923. purified IAP, CDP-Star luminescence, 30 min. inhibition, % at 10 µM. hit rate 0.12% among 330,000. AID 2544, 2010;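 active = inhibition reaching a set limit with compound at 10 µM in the primary screen, cut at about 35% in these data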;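 also: plate controls were DMSO wells with enzyme for no effect and no-enzyme buffer wells for full effect; values of inactives mirror those of a sister screen read the other way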
Numbers without * were called inactive. The order is random; 4.5% or so of the library scored in one or more.

What do the screens show for `COc1ccccc1OCCCCN1CCCCC1`?
tim10-1 inh: 6; hIAP activ: 0.85; ATG4B inh: 4; Apaf-1 inh: 8; mIAP block: 1; TIM10 inh: -6; NALP3 yeast inh: 18; mIAP activ: 0.99; hIAP inh: 15

What do the screens show for `Cc1cc(C)cc(-c2nnc(SCC(=O)NC3CC3)o2)c1`?
tim10-1 inh: 6; hIAP activ: 0.83; ATG4B inh: 0; Apaf-1 inh: 0; mIAP block: 9; TIM10 inh: 4; NALP3 yeast inh: 29; mIAP activ: 0.91; hIAP inh: 17

What do the screens show for `CC(C)OC(=O)CSc1nnc2n1C(C)(C)Cc1ccccc1-2`?
tim10-1 inh: 22; hIAP activ: 1.3; ATG4B inh: -2; Apaf-1 inh: -5; mIAP block: 0; TIM10 inh: 9; NALP3 yeast inh: 8; mIAP activ: 1; hIAP inh: -28

Results for Cc1ccc(OCc2ccc(C(=O)N3CCCC3)o2)c([N+](=O)[O-])c1 ?
tim10-1 inh: -7; hIAP activ: 0.93; ATG4B inh: -1; Apaf-1 inh: 8; mIAP block: 6; TIM10 inh: 2; NALP3 yeast inh: 29; mIAP activ: 0.94; hIAP inh: 7

What do the screens show for `O=C(NNC(=S)Nc1cccc(Cl)c1)c1ccccc1OC(F)F`?
tim10-1 inh: 43*; hIAP activ: 1.1; ATG4B inh: 13; Apaf-1 inh: 13; mIAP block: -4; TIM10 inh: 4; NALP3 yeast inh: 19; mIAP activ: 1; hIAP inh: -10

How did CC(=O)N1N=C2/C(=C/c3ccccc3)CCCC2C1c1ccccc1 (stereo not given) do in these assays?
tim10-1 inh: 21; hIAP activ: 0.96; ATG4B inh: -4; Apaf-1 inh: 17; mIAP block: 7; TIM10 inh: 19; NALP3 yeast inh: -2; mIAP activ: 0.93; hIAP inh: 4

What do the screens show for `CSc1nc(C)c(C(=O)C[n+]2ccc(C)cc2)cc1C#N`?
tim10-1 inh: -2; hIAP activ: 1; ATG4B inh: 6; Apaf-1 inh: 4; mIAP block: -8; TIM10 inh: -7; NALP3 yeast inh: 0; mIAP activ: 1.1; hIAP inh: -3

How did COc1cc(C(=O)NC(=S)Nc2ccc3c(c2)C(=O)N(C)C3=O)cc(OC)c1OC do in these assays?
tim10-1 inh: 19; hIAP activ: 1; ATG4B inh: -13; Apaf-1 inh: -1; mIAP block: 10; TIM10 inh: 0; NALP3 yeast inh: 10; mIAP activ: 0.9; hIAP inh: -3

What do the screens show for `O=C(C1CCCN(c2ncnc3c2nc2n3CCCCC2)C1)N1CCN(c2ccccc2F)CC1` (stereo not given)?
tim10-1 inh: 32; hIAP activ: 1.2; ATG4B inh: 6; Apaf-1 inh: 16; mIAP block: 6; TIM10 inh: 13; NALP3 yeast inh: 13; mIAP activ: 0.94; hIAP inh: -24

How did CCCn1nc(NC(=O)C2CCCO2)c2cc3cc(C)ccc3nc21 (stereo not given) do in these assays?
tim10-1 inh: -16; hIAP activ: 1; ATG4B inh: 5; Apaf-1 inh: -10; mIAP block: -3; TIM10 inh: -14; NALP3 yeast inh: 25; mIAP activ: 1; hIAP inh: -3

Results for Cc1ccc(N=C2NC(=O)/C(=C\c3ccc(C)s3)S2)cc1 ?
tim10-1 inh: 3; hIAP activ: 1.2; ATG4B inh: 2; Apaf-1 inh: 1; mIAP block: 14; TIM10 inh: 17; NALP3 yeast inh: 21; mIAP activ: 0.86; hIAP inh: -21

How did CCOC(=O)COn1c(=O)c(-c2ccc(OCC)cc2)[n+]([O-])c2ccccc21 do in these assays?
tim10-1 inh: 32; hIAP activ: 1; ATG4B inh: 7; Apaf-1 inh: 10; mIAP block: 14; TIM10 inh: 26; NALP3 yeast inh: 34; mIAP activ: 0.86; hIAP inh: -2

What do the screens show for `O=C(c1cccc(F)c1F)N1CCCC1`?
tim10-1 inh: -1; hIAP activ: 1.1; ATG4B inh: -12; Apaf-1 inh: -3; mIAP block: -4; TIM10 inh: -10; NALP3 yeast inh: -7; mIAP activ: 1; hIAP inh: -6

How did Cc1ccccc1CNS(=O)(=O)c1c(C(=O)N2CCCC2)c(C)n(C)c1C do in these assays?
tim10-1 inh: 7; hIAP activ: 1.1; ATG4B inh: -8; Apaf-1 inh: -2; mIAP block: -3; TIM10 inh: 8; NALP3 yeast inh: 19; mIAP activ: 1; hIAP inh: -12

How did O=C(CSc1cccs1)Nc1ccc2ccccc2c1 do in these assays?
tim10-1 inh: 0; hIAP activ: 0.85; ATG4B inh: -4; Apaf-1 inh: 16; mIAP block: -1; TIM10 inh: 30; NALP3 yeast inh: 32; mIAP activ: 1; hIAP inh: 15

How did O=C(c1ccccc1)N1CCCOC1c1ccccc1 (stereo not given) do in these assays?
tim10-1 inh: 9; hIAP activ: 1.1; ATG4B inh: -10; Apaf-1 inh: -67; mIAP block: 4; TIM10 inh: -14; NALP3 yeast inh: -8; mIAP activ: 0.96; hIAP inh: -13

Results for O=C(NNS(=O)(=O)c1ccc([N+](=O)[O-])cc1)C(=O)Nc1cccc(C(=O)O)c1 ?
tim10-1 inh: -10; hIAP activ: 1.1; ATG4B inh: -4; Apaf-1 inh: 6; mIAP block: 26; TIM10 inh: 3; NALP3 yeast inh: 7; mIAP activ: 0.74; hIAP inh: -7

Results for Cc1ccc(-c2nnc3c4ccccc4c(C)nn23)cc1S(=O)(=O)N1CCN(C)CC1 ?
tim10-1 inh: 3; hIAP activ: 0.79; ATG4B inh: -16; Apaf-1 inh: 3; mIAP block: -2; TIM10 inh: 11; NALP3 yeast inh: 7; mIAP activ: 1; hIAP inh: 21

What do the screens show for `CC(C)c1ccc(NS(=O)(=O)c2cccc3cccnc23)cc1`?
tim10-1 inh: 14; hIAP activ: 1.3; ATG4B inh: -8; Apaf-1 inh: 11; mIAP block: -3; TIM10 inh: 3; NALP3 yeast inh: 1; mIAP activ: 1; hIAP inh: -26

Results for CCOC(=O)C1(Cc2ccccc2C)CCCN(C(=O)CN2C(=O)CSC2=O)C1 (stereo not given) ?
tim10-1 inh: 33; hIAP activ: 1.1; ATG4B inh: 0; Apaf-1 inh: 0; mIAP block: 0; TIM10 inh: 1; NALP3 yeast inh: 16; mIAP activ: 1; hIAP inh: -10

How did O=S(=O)(c1ccccc1)N1N=C(c2ccccc2)CC1c1ccccc1 (stereo not given) do in these assays?
tim10-1 inh: 21; hIAP activ: 0.98; ATG4B inh: 6; Apaf-1 inh: 11; mIAP block: 3; TIM10 inh: 25; NALP3 yeast inh: -60; mIAP activ: 0.97; hIAP inh: 2

Results for CC1CCCCC12NC(=O)N(CC(=O)OCC(=O)Nc1ccc(F)cc1[N+](=O)[O-])C2=O (stereo not given) ?
tim10-1 inh: -1; hIAP activ: 1.1; ATG4B inh: -5; Apaf-1 inh: -3; mIAP block: -9; TIM10 inh: -8; NALP3 yeast inh: 25; mIAP activ: 1.1; hIAP inh: -12

Results for CC1CCc2nc(N)c(C#N)c(-c3ccncc3)c2C1 (stereo not given) ?
tim10-1 inh: 7; hIAP activ: 0.92; ATG4B inh: 3; Apaf-1 inh: -1; mIAP block: 2; TIM10 inh: 31; NALP3 yeast inh: 3; mIAP activ: 0.98; hIAP inh: 8

What do the screens show for `Cc1ccccc1OCC(=O)Nc1ccc(S(=O)(=O)N2CCCC2)cc1`?
tim10-1 inh: 49*; hIAP activ: 1.1; ATG4B inh: -4; Apaf-1 inh: 20; mIAP block: -13; TIM10 inh: 25; NALP3 yeast inh: 5; mIAP activ: 1.1; hIAP inh: -5

Next section (2 carried over from the part before).
Results for CC1CCc2nc(N)c(C#N)c(-c3ccncc3)c2C1 (stereo not given) ?
tim10-1 inh: 7; hIAP activ: 0.92; ATG4B inh: 3; Apaf-1 inh: -1; mIAP block: 2; TIM10 inh: 31; NALP3 yeast inh: 3; mIAP activ: 0.98; hIAP inh: 8

What do the screens show for `Cc1ccccc1OCC(=O)Nc1ccc(S(=O)(=O)N2CCCC2)cc1`?
tim10-1 inh: 49*; hIAP activ: 1.1; ATG4B inh: -4; Apaf-1 inh: 20; mIAP block: -13; TIM10 inh: 25; NALP3 yeast inh: 5; mIAP activ: 1.1; hIAP inh: -5

What do the screens show for `O=C(Nc1cc(NC(=O)c2ccccc2F)ccc1Cl)c1ccccc1`?
tim10-1 inh: -16; hIAP activ: 0.89; ATG4B inh: 4; Apaf-1 inh: 1; mIAP block: -4; TIM10 inh: 15; NALP3 yeast inh: 30; mIAP activ: 1; hIAP inh: 11

How did COc1ccccc1N(CC(=O)NCCSCc1ccc(Cl)cc1)S(C)(=O)=O do in these assays?
tim10-1 inh: 25; hIAP activ: 0.89; ATG4B inh: -4; Apaf-1 inh: 11; mIAP block: -4; TIM10 inh: 2; NALP3 yeast inh: 8; mIAP activ: 1; hIAP inh: 11

How did C/C(=N\NC(=O)CSc1nc(C)cc(C)n1)c1cccc([N+](=O)[O-])c1 do in these assays?
tim10-1 inh: 3; hIAP activ: 1; ATG4B inh: 11; Apaf-1 inh: -8; mIAP block: -5; TIM10 inh: 8; NALP3 yeast inh: 1; mIAP activ: 1.1; hIAP inh: -2

Results for COc1ccc(CNC(=O)C(C)n2nc(C)n3c(cc4occc43)c2=O)cc1 (stereo not given) ?
tim10-1 inh: 8; hIAP activ: 1.3; ATG4B inh: 0; Apaf-1 inh: -13; mIAP block: 3; TIM10 inh: -11; NALP3 yeast inh: 25; mIAP activ: 0.97; hIAP inh: -28

What do the screens show for `COc1cccc(CNC(=O)CSCC(=O)Nc2ccc(C)cc2)c1`?
tim10-1 inh: 17; hIAP activ: 0.98; ATG4B inh: -7; Apaf-1 inh: -1; mIAP block: 6; TIM10 inh: 15; NALP3 yeast inh: 2; mIAP activ: 0.94; hIAP inh: 2

Results for O=c1oc2ccccc2cc1-c1cn(-c2ccccc2)c(=S)[nH]1 ?
tim10-1 inh: -23; hIAP activ: 1; ATG4B inh: 14; Apaf-1 inh: 15; mIAP block: -2; TIM10 inh: 25; NALP3 yeast inh: 29; mIAP activ: 1; hIAP inh: 0

Results for Cc1nc2ccccc2c(C)c1CC(=O)N(CC(C)C)c1c(N)n(Cc2ccccc2)c(=O)[nH]c1=O ?
tim10-1 inh: 7; hIAP activ: 0.83; ATG4B inh: -3; Apaf-1 inh: 5; mIAP block: 6; TIM10 inh: -2; NALP3 yeast inh: 11; mIAP activ: 0.94; hIAP inh: 17

What do the screens show for `COc1cc(-c2nc3ccc(N4CCN(C)CC4)cc3[nH]2)cc(OC)c1OC`?
tim10-1 inh: 5; hIAP activ: 0.97; ATG4B inh: -12; Apaf-1 inh: 10; mIAP block: 10; TIM10 inh: 2; NALP3 yeast inh: -3; mIAP activ: 0.9; hIAP inh: 3

Results for c1ccc(Cc2nnc3sc(-c4ccccn4)nn23)cc1 ?
tim10-1 inh: 29; hIAP activ: 0.97; ATG4B inh: -4; Apaf-1 inh: -14; mIAP block: 22; TIM10 inh: -9; NALP3 yeast inh: 26; mIAP activ: 0.78; hIAP inh: 3
